M4 ag: agonists of human muscarinic M4 receptor (CHRM4) | CHO-K1 hM4/Gqi5, Fluo-8 calcium fluorescence; vehicle 0%, full acetylcholine response 100% | P08173 | activation, % at 3 µM | hit rate 0.14% among 360,000;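 active means activation above the run mean over all test wells plus 3 SD, cut at about 32% in these data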;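 further: peak over basal fluorescence ratio per well then scaled between controls; 0% = DMSO wells and 100% = acetylcholine at EC100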
Target sequence (P08173 whole entry, looked up): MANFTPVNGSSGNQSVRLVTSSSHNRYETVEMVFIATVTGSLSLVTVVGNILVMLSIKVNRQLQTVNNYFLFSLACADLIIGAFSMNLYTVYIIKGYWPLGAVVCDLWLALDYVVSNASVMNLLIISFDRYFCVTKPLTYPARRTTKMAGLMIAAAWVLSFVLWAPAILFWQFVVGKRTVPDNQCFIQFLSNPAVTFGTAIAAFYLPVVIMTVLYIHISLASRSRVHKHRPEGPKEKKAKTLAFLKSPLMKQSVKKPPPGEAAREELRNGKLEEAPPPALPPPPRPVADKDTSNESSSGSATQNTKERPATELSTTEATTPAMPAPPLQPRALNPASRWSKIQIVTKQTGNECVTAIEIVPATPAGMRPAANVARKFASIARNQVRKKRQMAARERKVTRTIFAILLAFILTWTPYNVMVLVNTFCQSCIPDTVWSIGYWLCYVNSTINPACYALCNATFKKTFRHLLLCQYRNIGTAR
CHO-K1 Ca antag: nonselective inhibitor or artifact in parental CHO-K1 cells; ATP-induced calcium, Fluo-8 fluorescence; inhibition, % at 3 µM; hit rate 0.6% among 360,000; AID 602250;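 active means inhibition above a per-plate cutoff, the plate's mean sample inhibition plus 3 SD, cut at about 24% in these data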;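 further: 0% = DMSO plus EC80 ATP and 100% = DMSO alone without ATP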
M4 antag: CHRM4 antagonism in calcium assay. CHO-hM4 cells, ACh EC80, Fluo-8 calcium fluorescence. inhibition, % at 3 µM. hit rate 0.73% among 360,000;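 active means inhibition above its plate's cutoff, the mean inhibition of sample wells plus 3 SD, cut at about 27% in these data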;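 further: 0% = acetylcholine EC80 with DMSO and 100% = DMSO without agonist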
M1 PAM: potentiates human M1 receptor response to acetylcholine. CHO-K1 hM1, Fluo-8 calcium fluorescence, ACh EC20; 0% = ACh EC20, 100% = maximal ACh. hit rate 0.088% among 360,000. P11229. AID 588819. activation, % at 3 µM; in the data active means activation above about 19%, passing the limit was not always enough
Target sequence (P11229 whole entry, looked up): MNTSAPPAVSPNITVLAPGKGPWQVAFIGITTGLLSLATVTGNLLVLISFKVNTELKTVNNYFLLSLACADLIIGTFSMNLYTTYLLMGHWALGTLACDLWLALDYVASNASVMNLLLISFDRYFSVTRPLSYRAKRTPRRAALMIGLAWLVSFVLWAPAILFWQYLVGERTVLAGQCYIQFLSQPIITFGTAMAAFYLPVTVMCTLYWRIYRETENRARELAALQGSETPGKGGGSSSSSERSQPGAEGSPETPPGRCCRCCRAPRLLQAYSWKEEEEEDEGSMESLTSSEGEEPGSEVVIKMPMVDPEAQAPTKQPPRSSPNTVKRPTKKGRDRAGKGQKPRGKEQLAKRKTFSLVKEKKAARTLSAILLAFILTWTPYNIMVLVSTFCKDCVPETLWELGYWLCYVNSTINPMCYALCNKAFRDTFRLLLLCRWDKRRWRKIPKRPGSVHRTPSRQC
CHRM1 agonist: human M1 muscarinic receptor agonism; AID 588814; CHO-K1 hM1, Fluo-8 calcium fluorescence, agonist mode; 0% DMSO, 100% acetylcholine EC100; activation, % at 3 µM; hit rate 0.33% among 360,000; P11229;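 active means activation above the run's mean compound activation plus 3 SD, cut at about 16% in these data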;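 further: peak over basal fluorescence ratio within a 140 s kinetic read after compound addition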
CHO-K1 Ca ag: nonselective activator or artifact in parental CHO-K1 cells | Fluo-8 calcium fluorescence; scaled to maximal ATP response, vehicle zero | activation, % at 3 µM | hit rate 0.48% among 360,000; in the data active means activation above about 15%;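 further: untransfected CHO-K1 host cells lacking M1 receptor as counterscreen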
CHO parental Ca: counter-screen: ATP calcium response change in parental CHO cells; parental CHO-K1, ATP-induced calcium, Fluo-8 fluorescence; inhibition, % at 5.6 µM; hit rate 0.63% among 330,000; AID 463079;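 active means inhibition above that plate's mean sample inhibition plus 3 SD, cut at about 26% in these data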;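 further: 0% = ATP-challenged DMSO wells and 100% = DMSO wells without ATP; some compounds past the cut are filed as inactive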
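Material: Parental CHO cells | Reagent: ATP | Compound dosing: Single nominal dose of 5.6 µM per compound | Detection: Intracellular calcium via Fluo-8 no-wash fluorescent dye | Read-out: % inhibition of ATP-induced calcium mobilization | Benchmarks: Low control ATP plus DMSO, high control DMSO only | Replicates: Singlicate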
M1 antag: blocks human M1 muscarinic receptor | P11229 | CHO-K1 hM1, Fluo-8 calcium fluorescence, ACh EC80 antagonist | inhibition, % at 3 µM | hit rate 1.3% among 360,000 | AID 588852;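 active means percent inhibition above its own plate's cutoff, namely the mean of that plate's compound wells plus 3 SD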;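 further: peak over basal fluorescence ratio during 140 s after agonist addition; 0% = ACh EC80 plus DMSO and 100% = DMSO alone without agonist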
OXTR potentiate: human OXTR potentiation. CHO-OTR cells, Fluo-8 calcium fluorescence, potentiator mode; 0% = oxytocin EC15, 100% = EC100. activation, % at 3 µM. hit rate 0.061% among 320,000. AID 2445;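 active means activation above that plate's cutoff, the mean activation of tested compounds plus 3 SD, cut at about 6.6% in these data, passing the limit was not always enough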;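 further: 100% uses oxytocin at 75 nM as the full agonist control; some results filed as inactive read as strong as hits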
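Measured by – Fluo-8 calcium dye fluorescence · Test system – human OTR in CHO cells · Dosing – one concentration, 3.0 µM compound · Controls – EC15 oxytocin alone as 0%, 75 nM oxytocin as 100% · Evaluation – normalized max/min fluorescence ratio, % activation · Timing – 6 min pre-incubation, 100 s read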
An asterisk follows results filed as active; . = no result given.

nr	structure	OXTR potentiate	CHO-K1 Ca ag	CHO-K1 Ca antag	M1 PAM	CHRM1 agonist	M4 ag	CHO parental Ca	M4 antag	M1 antag
1	Cc1ccc2[nH]c3c(NCCN4CCOCC4)ncnc3c2c1	.	-0.1	-2	-16	3	0	.	3	-12
2	CCc1nc(N2CCOCC2)c(C#N)c2c1COC(C)(C)C2	-10	1.1	-6	0	-2	3	-17	-27	-5
3	Cc1ccc(C)c(N(CC(=O)NC2CCCC2)C(=O)CNC(=O)c2cccs2)c1	0	2.4	-16	6	-3	1	-26	3	-3
4	CC(C)c1cc(NC(=O)c2ccccc2)cc(C(C)C)c1O	-7	0.0	-10	2	-13	0	-8	-2	-2
5	Cc1nnnn1-c1ccc(CC(=O)O)cc1	-2	-0.4	23	0	-4	1	-4	1	5
6	O=C1CSC(c2cccc([N+](=O)[O-])c2)N1c1c(F)cccc1F (stereo not drawn)	-8	0.8	-11	8	-5	2	-6	-3	-9
7	Cn1c(SCC(=O)N2CC(=O)Nc3ccccc32)nc2ccccc2c1=O	0	3.7	-19	0	-4	5	-13	4	-2
8	CCOc1ccc(NC(=O)C2CC(=O)N(c3ccc4c(c3)OCCO4)C2)cc1OCC (stereo not drawn)	-7	-0.4	4	9	-4	0	-23	-12	-12
9	CCOC(=O)C1CCN(C(=O)Cn2nc(C)n3nc(-c4ccc(OC)cc4)cc3c2=O)CC1	-7	1.9	-5	10	0	2	-11	6	-16
10	Cc1ccc(S(=O)(=O)Nc2nc(CN3CCOCC3)nc3sc(C(=O)O)c(C)c23)cc1	.	1.3	-15	6	-3	0	.	-12	-15
11	COc1cc(/C=C/C(=O)N(Cc2ccccc2)c2ccccn2)cc(OC)c1OC	-3	0.1	16	6	-5	1	-26	10	-1
12	COc1cccc(-c2onc3ccc(C4(C)OCCO4)cc23)c1	-9	1.9	1	0	-2	3	-20	-9	4
13	COc1ccc(N2CC(C(=O)Nc3nnc(SCC(=O)NCC4CCCO4)s3)CC2=O)cc1 (stereo not drawn)	-11	0.6	-10	7	-1	0	-6	-1	-12
14	CN(C)S(=O)(=O)c1cccc(COC(=O)CN2CCCCCC2=O)c1	-3	1.2	-2	20	-1	2	-3	-11	-22
15	Cc1ccc(-n2c(C)cc(/C=N/Nc3ccc([N+](=O)[O-])cn3)c2C)c(C)c1	-5	0.7	-12	0	-4	0	-18	-5	7
16	C/C(=N\NC(=S)NC1CCCCC1)c1cccs1	-8	0.0	-21	-1	-8	-1	-22	-12	-2
17	CC1(C)SC(=S)N(NC(=O)Nc2ccccc2)C1N(O)C(=O)Nc1cccc2ccccc12 (stereo not drawn)	-16	0.9	-3	0	-9	1	-23	-8	-5
18	CN(C(=O)CSc1nnc(NCc2ccccc2)s1)C1CCS(=O)(=O)C1 (stereo not drawn)	-20	0.8	-13	0	-3	0	-6	6	-1
19	Cc1ccc(-c2csc3ncn(CC#N)c(=O)c23)cc1	-2	-0.1	-12	3	-7	2	-5	-4	-1
20	Cc1ccc(C(=O)NC(Cc2cccc(C(F)(F)F)c2)C(=O)O)cc1 (stereo not drawn)	.	0.2	-1	10	1	0	-1	-15	-11
21	Cc1cc(C)cc(NC(=O)CS(=O)(=O)c2ccccc2)c1	-8	0.3	-16	3	-1	0	-3	-2	0
22	O=C(Nc1ccccc1N1CCCC1)C1CC(=O)N(Cc2ccccc2)C1 (stereo not drawn)	-1	0.2	1	6	-2	1	-32	-2	-8
23	O=c1[nH]c(CSc2ccccn2)nc2c1oc1ccccc12	-8	0.5	2	9	-6	2	-10	-16	0
24	CC1(C)CC(N=c2cc(-c3ccccc3)oc3ccc(Cl)cc23)CC(C)(C)N1	.	-0.1	-14	7	-4	1	.	-9	5
25	CCOc1ccccc1C(=O)OC(C)C(=O)Nc1ccc(S(=O)(=O)N2CCCC2)cc1 (stereo not drawn)	-3	-0.4	25*	-12	-5	1	-16	8	29*
26	COc1ccc(C(=O)/C=C/Nc2c(C)n(C)n(-c3ccccc3)c2=O)cc1OC	-20	0.8	18	12	-3	4	-14	1	-20
27	CC(C)Cc1nc(SCc2cccnc2)c2c(=O)n(C)c(=O)n(C)c2n1	1	0.7	-5	-3	-8	4	-31	-2	11
28	O=C(c1cccs1)N1CCN(Cc2ccccc2[N+](=O)[O-])CC1	-6	0.3	-2	1	-11	1	-9	10	1
29	Cc1ccccc1NC(=O)c1sc(NC(=O)C2CC2)nc1C	-7	2.0	10	7	-3	0	-2	-9	3
30	c1ccc(-c2nn3c(-c4ccccc4)nnc3o2)cc1	.	0.5	23	14	6	3	.	-4	-7
31	O=C(O)c1ccc2c(c1)-c1nc3ccccc3n1C2=O	-15	-0.2	5	2	0	2	-8	-1	0
32	CN(C)c1ccc(C(C(=O)NCc2ccccc2)N(Cc2ccco2)C(=O)c2snc(C(N)=O)c2N)cc1 (stereo not drawn)	-15	5.7	3	-17	-4	20	-22	7	28
33	Cc1ccc(NC(=O)c2cc(S(=O)(=O)N3CCc4ccccc43)cn2C)cc1C	-2	0.1	-1	5	-3	0	2	-10	-7
34	COCCNC(=S)NNc1cccc(C(=O)O)c1	0	0.4	-12	1	-4	1	5	3	3
35	CCC(C)NC(=O)N[C@@H](CCSC)C(=O)O (stereo partly drawn)	-1	-0.1	-9	-4	-1	1	-13	3	-9
36	O=C(NC1CC(=O)N(c2ccc(Cl)cc2)C1)C1CC1 (stereo not drawn)	4	0.7	-8	13	-1	0	-11	-7	-17

Complete entries from above. Values in the order: OXTR potentiate | CHO-K1 Ca ag | CHO-K1 Ca antag | M1 PAM | CHRM1 agonist | M4 ag | CHO parental Ca | M4 antag | M1 antag
Entry for COCCNC(=S)NNc1cccc(C(=O)O)c1 : 0 | 0.4 | -12 | 1 | -4 | 1 | 5 | 3 | 3
Entry for CN(C)c1ccc(C(C(=O)NCc2ccccc2)N(Cc2ccco2)C(=O)c2snc(C(N)=O)c2N)cc1 (stereo not drawn) : -15 | 5.7 | 3 | -17 | -4 | 20 | -22 | 7 | 28
Entry for c1ccc(-c2nn3c(-c4ccccc4)nnc3o2)cc1 : . | 0.5 | 23 | 14 | 6 | 3 | . | -4 | -7

Continuation.
nr	structure	OXTR potentiate	CHO-K1 Ca ag	CHO-K1 Ca antag	M1 PAM	CHRM1 agonist	M4 ag	CHO parental Ca	M4 antag	M1 antag
37	CCCn1c(CCc2ccccc2)n[nH]c1=S	-2	-0.4	6	0	-8	0	1	-12	2
38	COc1cc(C2c3sc(=O)[nH]c3SC3C(=O)N(c4ccc(Br)cc4)C(=O)C32)ccc1O (stereo not drawn)	0	0.8	-3	10	0	1	-8	5	-18
39	COc1ccc(C(=O)NC(C)c2nnc(SCC(=O)NC3=NCCS3)n2C)cc1 (stereo not drawn)	2	0.0	-6	17	0	0	0	11	-22
40	COc1ccc(NC(=O)C(C)N2CCN(C)CC2)cc1 (stereo not drawn)	-22	3.3	1	9	-4	0	-11	3	-3
41	CCn1c(=O)c(C(=O)NCc2ccc3c(c2)OCO3)c(O)c2ccccc21	-12	0.3	-8	6	-2	0	-5	0	-12
42	Cc1ccc(C)c(N(C(=O)Cn2nnc(-c3cccs3)n2)C(C(=O)NC2CCCC2)c2ccncc2)c1 (stereo not drawn)	-12	-0.1	13	-1	-4	0	-11	0	6
43	c1ccc(-c2nn3cnnc3c3ccccc23)cc1	-6	0.6	-11	3	-5	-1	-7	3	-5
44	O=C(Nc1ccc(F)c(F)c1)C1=COCCO1	3	0.6	8	8	-1	0	4	-13	-2
45	COc1ccc(CCNC(=O)Cn2c(=O)c3cccn3c3cccnc32)c(OC)c1OC	-1	5.6	-6	12	4	2	-11	2	-8
46	CC(=O)C[C@@H](O)CC(=O)[C@H]1OC(=O)CCCCCc2ccccc21	-1	0.9	-30	8	-4	1	-7	-15	-10
47	C=CCNC(=O)/C(C#N)=C/c1c(N2CCN(c3cccc(Cl)c3)CC2)nc2c(C)cccn2c1=O	-5	0.0	0	7	-5	1	-30	3	-3
48	CN1C(CC(=O)Nc2ccc(Cl)cc2Cl)c2ccccc2CC1(C)C (stereo not drawn)	3	0.4	-9	-20	-9	-1	-17	29*	34*
49	COc1ccc(NC(=O)CC(c2ccc(F)cc2)c2ccc(OC)cc2)cc1 (stereo not drawn)	-9	1.4	-5	-10	-8	4	-8	-6	10
50	CCOC1=C2CN(S(=O)(=O)c3ccc(C)cc3)[C@H](c3cccs3)C[C@H]2[C@H]2C(=O)N(c3ccccc3)C(=O)[C@H]2C1	.	0.7	9	-2	-3	2	.	-2	2
51	CC(NCC(=O)NCCc1ccc(S(N)(=O)=O)cc1)c1ccc(F)cc1 (stereo not drawn)	-9	0.0	10	7	-1	1	3	5	6
52	CCONC(=O)Nc1ccccc1[N+](=O)[O-]	-5	0.2	-4	8	-10	0	-8	1	-6
53	CCCCOCCCNC(=O)c1ccc(OCC)cc1	4	-0.5	-4	4	-4	-1	-5	-2	-3
54	COc1ccc(COC(=O)c2ccc(S(=O)(=O)N3CCCCC3)cc2)cc1OC	0	0.2	-9	-3	-4	1	-15	7	1
55	NC(=O)C1CCCN(S(=O)(=O)c2ccccc2)C1 (stereo not drawn)	-4	1.1	-19	5	-2	3	-2	0	-19
56	CCOC(=O)C(O)(CC(=O)Nc1cc(F)ccc1C)C(F)(F)F (stereo not drawn)	-7	0.1	-9	4	-3	0	-2	20	7
57	CC1(C(=O)NC2CCCCC2)CCC(=O)N1Cc1ccc2c(c1)OCO2 (stereo not drawn)	-12	-0.5	7	13	-1	0	5	20	-16
58	CC(C)C[C@H](NC(=O)c1nc[nH]c1C(=O)N1CCN(c2ccccc2)CC1)C(=O)OCc1ccccc1	-3	-0.2	-2	-3	-5	5	-3	3	6
59	Cc1ccc(N(C(=O)CNC(=O)c2ccco2)C(C(=O)NCC2CCCO2)c2ccccc2)c(C)c1 (stereo not drawn)	-1	5.1	-7	-10	-2	16	-31	-17	4
60	CC(=O)c1c(C)[nH]c(C(=O)OCc2cc(-c3ccco3)on2)c1C	-8	9.7	-2	-6	1	13	12	1	2
61	Cc1c(N(C(=O)c2ccccn2)C2(C(=O)NC3CCCC3)CCCCC2)c(=O)n(-c2ccccc2)n1C	-9	0.6	-15	10	-3	0	-8	-5	-9
62	Cc1nn(-c2ccc(F)cc2)c(Cl)c1C(=O)OC(C)C(=O)N(C)C1CCCCC1 (stereo not drawn)	-3	4.3	-7	-11	0	8	-20	-7	16
63	COc1ccc(N2CCN(C(=O)c3cccc(S(=O)(=O)N4CCOCC4)c3)CC2)cc1	-5	0.2	-19	3	-1	0	-6	7	-3
64	CC(C)(C)NC(=O)C(c1ccncc1)N(Cc1cccs1)C(=O)Cn1nnc(-c2ccc(F)cc2)n1 (stereo not drawn)	2	0.3	-6	2	-5	1	-28	0	-21
65	CCNc1nnc(SCC(=O)c2c(N)n(C3CC3)c(=O)[nH]c2=O)s1	-6	0.0	-4	-3	0	0	-4	-8	4
66	COc1ccc(NC(=O)c2ccccc2NC(=O)CSc2ccc(Cl)cc2)cc1	-10	0.4	-5	9	-1	1	-17	-6	-14

High-throughput results deposited in PubChem BioAssay by The Scripps Research Institute Molecular Screening Center.
